ZTA counter = counter-screen for EBNA-1 inhibitors: inhibitors of Epstein-Barr virus ZTA; P03206; ZTA-DNA binding, fluorescence polarization; inhibition, % at 11 µM; actives 0.15% (n = 320,000); AID 2234; in the data active = inhibition above about 33%
EBNA-1 inhibitor = blocks EBNA-1 binding to DNA | EBNA-1 DNA binding, fluorescence polarization | inhibition, % at 14.8 µM | actives 0.34% (n = 300,000); in the data active = inhibition above about 28%
MEX-5 binding = C. elegans MEX-5 TCR-2 RNA binding activity; Q9XUB2; AID 1832; activity score (negative = inhibition of binding), % at 10 µM; actives 0.38% (n = 300,000); MEX-5/FITC-TCR2 RNA binding, fluorescence polarization; stronger effect = lower value;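 active = inhibition past about -25% in most replicates, and total fluorescence under double the plate's negative control median, limit read from the data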;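 note: 0% = DMSO and -100% = 5 µM competing unlabeled TCR2 RNA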
Target sequence (Q9XUB2 whole entry, looked up): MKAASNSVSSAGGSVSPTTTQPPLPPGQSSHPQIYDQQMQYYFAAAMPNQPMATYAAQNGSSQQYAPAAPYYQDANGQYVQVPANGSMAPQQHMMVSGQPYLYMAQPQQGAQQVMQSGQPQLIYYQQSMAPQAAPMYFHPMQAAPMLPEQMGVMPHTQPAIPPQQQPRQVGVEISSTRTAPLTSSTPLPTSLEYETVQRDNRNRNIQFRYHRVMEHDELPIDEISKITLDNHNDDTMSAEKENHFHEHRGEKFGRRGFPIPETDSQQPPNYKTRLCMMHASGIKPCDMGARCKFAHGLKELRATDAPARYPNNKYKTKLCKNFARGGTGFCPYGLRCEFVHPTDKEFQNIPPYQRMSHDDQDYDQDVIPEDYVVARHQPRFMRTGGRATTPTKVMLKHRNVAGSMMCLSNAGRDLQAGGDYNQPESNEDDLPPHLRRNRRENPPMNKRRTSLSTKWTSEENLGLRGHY
Fam108B inh = blocks mouse Fam108B hydrolase in RBBP9 counter-screen; recombinant Fam108B, FP-Rh probe fluorescence polarization; inhibition, % at 9.51 µM; actives 0.33% (n = 300,000);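 active = inhibition above the screen mean inhibition plus 3 SD, computed separately per campaign, cut at about 18% in these data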;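 note: inhibitors lower polarization as less probe binds the enzyme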
BCLXL inh = inhibitors of human Bcl-xL. Q07817. GST-Bcl-xL / FITC-Bim BH3 peptide fluorescence polarization. inhibition, % at 10.9 µM. actives 0.7% (n = 320,000). AID 2129;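 active = inhibition above the mean of all tested compounds plus 3 SD, cutoff set per campaign, cut at about 30% in these data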;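 note: 0% = DMSO wells and 100% = unlabeled Bim-BH3 peptide competitor; inhibitors lower millipolarization by displacing the labeled peptide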
Target sequence (Q07817 whole entry, looked up): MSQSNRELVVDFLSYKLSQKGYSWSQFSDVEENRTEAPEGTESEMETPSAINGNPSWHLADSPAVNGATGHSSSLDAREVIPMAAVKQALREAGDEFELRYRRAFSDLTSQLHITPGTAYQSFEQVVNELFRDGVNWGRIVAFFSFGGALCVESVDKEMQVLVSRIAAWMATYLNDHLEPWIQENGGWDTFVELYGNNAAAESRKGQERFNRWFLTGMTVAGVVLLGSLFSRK
MCL1 BIM primary = MCL1-BIM-BH3 interaction inhibition (human). Q07820. GST-MCL1 / FITC-Bim-BH3 fluorescence polarization. inhibition, % at 10.9 µM. actives 0.68% (n = 320,000);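 active = inhibition above the mean inhibition of all tested compounds plus 3 SD, set per campaign, cut at about 40% in these data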;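 note: 0% = DMSO wells and 100% = unlabeled Bim-BH3 peptide control; higher means more loss of mP so more displacement of Bim peptide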
Target sequence (Q07820 whole entry, looked up): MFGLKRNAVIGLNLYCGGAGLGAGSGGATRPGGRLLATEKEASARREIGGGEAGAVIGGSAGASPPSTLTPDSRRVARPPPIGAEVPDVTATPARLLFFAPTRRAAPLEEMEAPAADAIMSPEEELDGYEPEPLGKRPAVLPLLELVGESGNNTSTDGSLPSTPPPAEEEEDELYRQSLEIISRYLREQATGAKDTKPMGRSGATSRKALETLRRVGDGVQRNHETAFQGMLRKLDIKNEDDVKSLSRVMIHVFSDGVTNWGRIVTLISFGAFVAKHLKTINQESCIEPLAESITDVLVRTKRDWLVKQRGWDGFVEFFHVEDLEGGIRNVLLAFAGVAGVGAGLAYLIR
GLD-1 RNA inh = GLD-1-TGE RNA interaction inhibition (C. elegans). Q17339. AID 2280. actives 0.44% (n = 320,000). purified GLD-1 + fluorescein TGE RNA, fluorescence polarization. inhibition, % at 5.96 µM;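 active = percent inhibition above a per-plate cutoff, the plate mean of test compounds plus 3 SD, cut at about 30% in these data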;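 note: 0% = DMSO wells with GLD-1 and probe and 100% = wells lacking GLD-1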
CR mimetic SO = yeast age-related superoxide inhibition as caloric restriction mimetic; superoxide response (% of plate mean), % at 10 µM; S. cerevisiae aged cells, superoxide DHE fluorescence; stronger effect = lower value; actives 0.18% (n = 330,000);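 active = superoxide response under a set limit, about three screen SD below normal, cut at about 65% in these data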;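 note: yeast aged for seven days with compound at 30 °C before DHE staining; 100% = average MFI of all compound-treated wells on the plate with controls excluded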
Efflux pump inh = blocks antifungal efflux pumps in multiplex yeast assay | S. cerevisiae Candida pump triplex, Nile Red efflux | inhibition, % at 10 µM | actives 0.44% (n = 330,000) | AID 485275;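 active = plate passing quality check with inhibition over a set limit, or well fluorescence over plate mean plus 4 SD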;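 note: Nile Red retained in pooled yeast measured as flow cytometry median fluorescence; 0% = buffer negative control and 100% = Enniatin B positive control; higher means more Nile Red kept so more efflux inhibition; some compounds called inactive have numbers as strong as hits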
* hit, by the source's call; nt = no result given. Random draw from the library; about 2.3% have a hit in one of these screens.

SMILES | ZTA counter | EBNA-1 inhibitor | MEX-5 binding | Fam108B inh | BCLXL inh | MCL1 BIM primary | GLD-1 RNA inh | CR mimetic SO | Efflux pump inh
O=C(c1ccccc1F)N1CCN(c2ccc([N+](=O)[O-])c3cccnc23)CC1 | 7 | 9 | -0.8 | 5 | 2 | -5 | 6 | 86 | -0.1
O=C(NCc1cccnc1)/C(=C/c1ccc(-c2cccc(C(F)(F)F)c2)o1)NC(=O)c1ccccc1 | -11 | -1 | -2.5 | -3 | 4 | 6 | 8 | 96 | 0.1
COc1ccc(-c2ccc3oc(-c4ccc(OC)cc4)c(C#CC4(O)CCCCC4)c3c2)cc1 | -3 | -2 | -1.1 | -6 | -2 | -18 | 6 | 96 | 0.1
CCOC(=O)COn1c(=O)c(-c2ccc(OCC)cc2)[n+]([O-])c2ccccc21 | 1 | 0 | 1.3 | -3 | 3 | 10 | 4 | 69 | 0.4
CCCCc1c(O)cc(C)[nH]c1=O | -1 | -11 | 1.3 | 3 | 5 | 7 | 9 | 104 | -0.8
CCSc1nc(-c2cccnc2)ccc1C#N | 10 | 5 | -2.3 | -3 | 7 | -4 | 10 | 84 | -0.3
CCOC(=O)c1ccc(CNC(=O)C2CCC(=O)N(Cc3cccc(OC)c3)C2)o1 (configuration not stated) | -14 | -1 | 1.1 | 1 | 6 | 9 | 0 | 89 | 0.1
CC(=O)Nc1ccc(C(=O)N/N=C/c2cccnc2)cc1 | 5 | 16 | -1.0 | 1 | -3 | 7 | 1 | 78 | -0.1
Cn1c(SCC(=O)c2ccc3c(c2)OCO3)nnc1-c1ccccn1 | 3 | 11 | -1.6 | 3 | 0 | 4 | -2 | 102 | -0.2
CC(C)n1nnnc1SCC(=O)Nc1ccccc1N1CCOCC1 | -1 | 7 | 2.6 | 2 | 0 | 4 | -1 | 104 | 0.0
CCOc1nnc(C)c2c(C)n(-c3cccc(Cl)c3)nc12 | -5 | -15 | -1.2 | -2 | 24 | 22 | -18 | 84 | 0.0
COC(=O)C1CSC(C(=O)OC)N1C(=O)Nc1ccc(Cl)c(Cl)c1 (configuration not stated) | 0 | 6 | -0.2 | 3 | 0 | 0 | -7 | 81 | -0.1
Cc1ccc2c(c1)NC(=O)C(CC(=O)NCCN(C)C)O2 (configuration not stated) | 4 | -6 | 0.1 | 1 | 5 | 11 | 3 | 99 | 0.0
CCOC(=O)c1oc2ccc(S(=O)(=O)n3nc(-c4cc(OC)c(OC)c(OC)c4)cc3N)cc2c1C | 7 | -5 | 1.0 | -3 | 5 | -4 | 7 | 104 | 0.1
CC(C)(C)c1ccc(S(=O)(=O)N2CCCCC2C(=O)NCc2ccccn2)cc1 (configuration not stated) | -1 | -15 | 0.4 | 3 | 4 | 10 | 7 | 99 | 0.2
Nc1cc(C(F)(F)F)ccc1C(=O)O | 14 | 13 | 0.0 | 1 | -3 | 0 | -5 | 101 | -0.1
O=C(CN(C(=O)c1nsc(Cl)c1Cl)c1cccc(F)c1)NC1CCCC1 | -17 | -11 | -1.0 | 1 | 6 | -2 | 7 | 103 | 0.0
CC(C)(C)c1ccc(-c2ncccc2O)cc1 | 6 | -6 | nt | 1 | 0 | 2 | 1 | 103 | -0.1
O=C(COC(=O)c1ccc([N+](=O)[O-])cc1)NC1CCCC1 | -1 | 7 | 0.9 | -8 | 5 | 1 | 3 | 118 | 0.1
CCCC(=O)Nn1cnc2c(c1=O)C1(CCCCC1)Cc1ccccc1-2 | 4 | 4 | 1.3 | -3 | 5 | 2 | -7 | 90 | 0.2
FC(F)(F)c1cccc(NC(=S)NCc2ccccn2)c1 | 3 | -2 | 2.8 | -1 | 2 | 15 | 4 | 84 | 0.1
CCc1ccc(NC(=O)CN(c2ccc3c(c2)OCO3)S(=O)(=O)c2c(C)noc2C)cc1 | 4 | 11 | -0.9 | -1 | -2 | -4 | -6 | 102 | -0.2
CCC1=C2CC[C@H]3C(=O)N(CC(=O)OC)C(=O)[C@H]3[C@H]2[C@@]2(C)C(=NCC(=O)OC)OC(=O)N2C1=O | -17 | 5 | 2.2 | 4 | 5 | 2 | 9 | 94 | 0.0
O=C(CCSc1ccc(Cl)cc1)N1CCCCCC1 | -12 | 9 | 0.6 | -4 | 6 | 4 | 1 | 89 | 0.0

Some values from the entries so far.
Under BCLXL inh, CC(C)(C)c1ccc(-c2ncccc2O)cc1 has the entry 0
Under Efflux pump inh, O=C(COC(=O)c1ccc([N+](=O)[O-])cc1)NC1CCCC1 has the entry 0.1

Remaining list, next part:
SMILES | ZTA counter | EBNA-1 inhibitor | MEX-5 binding | Fam108B inh | BCLXL inh | MCL1 BIM primary | GLD-1 RNA inh | CR mimetic SO | Efflux pump inh
CSCc1cc(N(C)c2ccccc2)nc(-c2ccccn2)n1 | -2 | -11 | 6.9 | 5 | -4 | -4 | -5 | 95 | 0.2
S=C(c1ccc(Br)cc1)N1CCN(Cc2ccccc2)CC1 | -3 | 4 | 0.1 | 0 | 6 | 0 | 3 | 105 | 0.0
Cn1cccc1/C=N/N1CCN(c2ccccn2)CC1 | -2 | -1 | 0.0 | -4 | -5 | -25 | -6 | 92 | 0.3
COc1ccc(C)cc1S(=O)(=O)N(C)CC(=O)N1CCN(C)CC1 | 5 | 0 | -4.9 | 2 | 4 | 3 | 1 | 100 | 0.1
Cc1ccc(Nc2nc(-c3sc(NC(=O)c4ccc([N+](=O)[O-])cc4)nc3C)cs2)cc1 | -12 | -10 | -3.0 | 22* | 19 | 10 | -2 | nt | nt
FC(F)(F)COc1nc(N/N=C/c2cccnc2)nc(N2CCCCC2c2ccccn2)n1 (configuration not stated) | 7 | -5 | 0.8 | -5 | 0 | -4 | -4 | 122 | 0.9
COc1ccc2c(c1)[nH]c1c(Cl)ncnc12 | 20 | 6 | -2.1 | 1 | 9 | 8 | 8 | 96 | 0.0
CCC1CCCCN1C(=S)Nc1cccc(S(=O)(=O)N(C)C)c1 (configuration not stated) | 7 | 4 | -3.4 | 3 | -2 | 5 | 2 | 113 | 0.1
O=C(/C=C/c1ccco1)Nc1ccc2nn(-c3ccccc3)nc2c1 | 3 | 11 | 0.3 | -16 | -3 | -15 | -1 | 103 | -0.2
CN(C)S(=O)(=O)c1cc(NC(=O)CN2CCCc3ccccc32)ccc1Cl | -4 | 6 | -0.6 | 3 | -6 | -15 | -105 | 113 | 0.1
O=C(O)CNC(=S)N(Cc1ccccc1Cl)C1CCCCC1 | 7 | 5 | 2.3 | 2 | 0 | 8 | 10 | 107 | -0.1
OC(COc1ccccc1)CN1CCC(Cc2ccccc2)CC1 (configuration not stated) | 4 | 0 | -0.5 | 0 | 3 | 9 | 4 | 90 | -0.1
CCN(C(=O)c1cc2c(=O)[nH]c3ccc(C)cc3c2s1)c1ccc(F)cc1 | 7 | 13 | 0.9 | -5 | 0 | 2 | -2 | 107 | 0.1
O=C(NC(=O)c1ccccc1O)c1ccc(C(F)(F)F)cc1 | 3 | 15 | -1.2 | -1 | 3 | 4 | -1 | 105 | 0.0
CCOc1ccc2nc(NCCCNS(=O)(=O)c3ccc(F)cc3)c(C#N)cc2c1 | -11 | -3 | -2.2 | -2 | 13 | 7 | 7 | 123 | 0.5
O=C(NC(Cc1ccccc1)C(=O)O)/C(=C\c1ccccc1)NC(=O)c1ccco1 (configuration not stated) | -6 | -10 | -1.8 | -1 | 1 | 2 | 6 | 92 | -0.2
Cc1ccsc1C(=O)Nc1ccc(C(=O)O)cc1 | -12 | 0 | nt | 1 | 3 | 11 | -1 | 99 | -0.2
Cc1cc2c(=O)n(CC(=O)NCC(=O)N3CCN(Cc4ccccc4)CC3)cnc2s1 | 10 | -4 | 0.9 | 2 | 4 | 6 | -4 | 86 | 0.1
CCn1c(C(=O)OC)cc2c1ccn2-c1ccc(F)cc1 | -3 | -7 | 1.1 | -1 | 1 | -12 | 0 | 95 | 0.0
CC1CCCC(C)N1C(=O)COC(=O)CNC(=O)c1sc2ccccc2c1Cl (configuration not stated) | 1 | 1 | -0.1 | -1 | -3 | -4 | -5 | 90 | 0.3
COc1ccccc1/C=C/C(=O)c1ccc(NC(C)=O)cc1 | 11 | 0 | -0.1 | -4 | 2 | -2 | -3 | 104 | 0.2
COc1ccc(C(=O)NNC(=O)CSc2nnc(COc3ccccc3)n2C)cc1 | 12 | 2 | 0.0 | -1 | -1 | -2 | 5 | 86 | 0.0
CCc1cc2c(SCC(=O)c3cccs3)ncnc2s1 | 3 | -11 | -0.3 | -5 | -8 | -11 | 1 | 95 | -0.1
CC(=O)N1CCCC(C(=O)c2ccc3c4c(cccc24)CC3)C1 (configuration not stated) | -3 | 5 | -0.3 | 7 | 3 | 4 | -1 | 113 | 0.7
COc1ccc(NC(=O)c2sc3nc(C)nc(N4CCN(c5ccccn5)CC4)c3c2C)c(OC)c1 | -3 | -10 | -1.4 | 0 | -1 | 0 | -1 | 91 | 0.2
CCOC(=O)C1CCN(C(=O)Nc2ccc(OC)c(OC)c2)CC1 | -2 | 14 | 1.7 | 0 | 5 | 11 | 4 | 106 | 0.2
NC(=O)CC(NC(=O)c1ccccc1)c1ccc(NCCc2cccc(F)c2)c([N+](=O)[O-])c1 (configuration not stated) | 6 | 6 | -2.3 | -1 | 4 | -6 | 3 | 96 | 0.0
CC(=O)N(CCC1(C(C)C)CCOC(C)(C)C1)C(C)c1cccs1 (configuration not stated) | 1 | 3 | 0.3 | -4 | 3 | 8 | 11 | 95 | 0.1
O=C(CCNC(=O)c1ccccc1Cl)NCCc1ccc(C(F)(F)F)cc1 | -21 | 1 | 0.9 | -3 | 4 | -3 | 0 | 107 | 0.0

Molecules listed so far that contain a furan ring, fused or not, in the order listed:
SMILES | ZTA counter | EBNA-1 inhibitor | MEX-5 binding | Fam108B inh | BCLXL inh | MCL1 BIM primary | GLD-1 RNA inh | CR mimetic SO | Efflux pump inh
O=C(NCc1cccnc1)/C(=C/c1ccc(-c2cccc(C(F)(F)F)c2)o1)NC(=O)c1ccccc1 | -11 | -1 | -2.5 | -3 | 4 | 6 | 8 | 96 | 0.1
COc1ccc(-c2ccc3oc(-c4ccc(OC)cc4)c(C#CC4(O)CCCCC4)c3c2)cc1 | -3 | -2 | -1.1 | -6 | -2 | -18 | 6 | 96 | 0.1
CCOC(=O)c1ccc(CNC(=O)C2CCC(=O)N(Cc3cccc(OC)c3)C2)o1 (configuration not stated) | -14 | -1 | 1.1 | 1 | 6 | 9 | 0 | 89 | 0.1
CCOC(=O)c1oc2ccc(S(=O)(=O)n3nc(-c4cc(OC)c(OC)c(OC)c4)cc3N)cc2c1C | 7 | -5 | 1.0 | -3 | 5 | -4 | 7 | 104 | 0.1
O=C(/C=C/c1ccco1)Nc1ccc2nn(-c3ccccc3)nc2c1 | 3 | 11 | 0.3 | -16 | -3 | -15 | -1 | 103 | -0.2
O=C(NC(Cc1ccccc1)C(=O)O)/C(=C\c1ccccc1)NC(=O)c1ccco1 (configuration not stated) | -6 | -10 | -1.8 | -1 | 1 | 2 | 6 | 92 | -0.2
